# Screening data deposited in PubChem by several laboratories.
# KCNK3 inh – human KCNK3 channel inhibitors, primary screen, CHO cells, FluxOR thallium flux, B-score | Potassium channel subfamily K member 3 (Homo sapiens), O14649 | FluxOR fluorescence; active compounds read low | B-score at 10 µM | actives 0.84% (n = 340,000) | AID 602410, 2012;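 active = B-score under library mean minus 4 SD, starting fluorescence ratio at most library mean plus 5 SD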;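 note: more negative B-score means stronger inhibition of thallium flux through KCNK3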
# Target sequence (O14649 whole entry, looked up): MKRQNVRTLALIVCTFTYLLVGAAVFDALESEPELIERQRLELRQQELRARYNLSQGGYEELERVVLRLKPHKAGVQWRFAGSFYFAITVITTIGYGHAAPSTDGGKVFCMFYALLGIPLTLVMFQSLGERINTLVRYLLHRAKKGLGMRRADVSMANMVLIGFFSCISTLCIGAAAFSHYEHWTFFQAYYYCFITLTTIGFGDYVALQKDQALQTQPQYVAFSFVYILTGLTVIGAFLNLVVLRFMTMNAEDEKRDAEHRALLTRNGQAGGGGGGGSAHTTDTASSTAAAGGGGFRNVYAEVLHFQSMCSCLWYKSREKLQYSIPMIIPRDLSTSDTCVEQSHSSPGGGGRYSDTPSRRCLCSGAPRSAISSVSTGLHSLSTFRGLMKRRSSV
# HDAC3 inh – HDAC3 deacetylase inhibitors, primary screen, biochemical, fluorescence, cell-free homogeneous | Histone deacetylase 3 (Homo sapiens), O15379 | recombinant HDAC3, fluorogenic peptide/trypsin coupled | inhibition, % at 8.3 µM | actives 0.15% (n = 320,000) | AID 2718, 2010; in the data active = inhibition above about 26%, passing the limit was not always enough; inconclusive = no clear call, values can overlap the other calls
# GSK3A inh – blockers of GSK3A enzyme activity – biochemical, luminescence, cell-free homogeneous, HTS, primary screen | Glycogen synthase kinase-3 alpha (Homo sapiens), P49840 | GSK-3 alpha kinase, ADP-Glo luminescence, 60 min | inhibition, % at 10 µM | actives 0.1% (n = 320,000) | AID 2650, 2010;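 in the data active = inhibition above about 50%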;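 note: GST-tagged GSK-3 alpha with peptide substrate and 25 µM ATP; 0% = DMSO neutral wells and 100% = GW8510 positive control wells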
# Target sequence (P49840 whole entry, looked up): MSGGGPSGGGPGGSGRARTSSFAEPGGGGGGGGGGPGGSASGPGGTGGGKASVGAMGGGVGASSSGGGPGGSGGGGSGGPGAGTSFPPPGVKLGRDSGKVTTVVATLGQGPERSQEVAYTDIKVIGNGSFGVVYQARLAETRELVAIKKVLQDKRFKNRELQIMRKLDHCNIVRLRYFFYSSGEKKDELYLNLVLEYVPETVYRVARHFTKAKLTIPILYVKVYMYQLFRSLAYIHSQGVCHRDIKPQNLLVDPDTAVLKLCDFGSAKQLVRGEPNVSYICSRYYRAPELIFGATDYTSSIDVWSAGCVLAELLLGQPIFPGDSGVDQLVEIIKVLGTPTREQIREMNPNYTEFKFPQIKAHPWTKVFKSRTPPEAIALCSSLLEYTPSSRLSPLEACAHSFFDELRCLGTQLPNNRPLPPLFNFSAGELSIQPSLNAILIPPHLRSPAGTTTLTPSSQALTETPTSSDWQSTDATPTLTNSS
# * marks the source's active call; other numbers are inactive results; i = inactive; u = inconclusive.
Molecule	KCNK3 inh	HDAC3 inh	GSK3A inh
CC(=O)Nc1cccc(NS(=O)(=O)c2c(C)noc2C)c1	i	-5	-3
C=C1C[C@@]23CCC4[C@@](C)(CCC[C@@]4(C)C(=O)O)C2CC[C@]1(O)C3 (some centres not stated)	i	4	-4
CSCCC(NC(=O)c1cccc(C)c1)C(=O)NCc1cccs1 (configuration not stated)	i	4	-1
O=C(Oc1ccc(/C=N/NC(=O)c2ccco2)cc1)c1ccccc1	i	3	-2
CCC1CCc2sc(C(=O)N(C)CC(=O)Nc3cccc(OC)c3)cc2C1 (configuration not stated)	i	-8	1
CS(=O)(=O)c1cccc(C(=O)OCCCC(=O)c2ccccc2)c1	i	3	1
COC(=O)c1ccc(NS(=O)(=O)c2ccc(S(=O)(=O)N3CCOCC3)cc2)cc1	i	0	-1
O=C(Nc1ccc(S(=O)(=O)N2C[C@@H]3C[C@@H](C2)c2cccc(=O)n2C3)cc1)c1ccc(F)cc1	i	-1	-5
CCCN(C(=O)c1ccc(N2CCCC2=O)cc1)C1CCS(=O)(=O)C1 (configuration not stated)	i	-4	3
O=C(NCCc1ccc(F)cc1)c1ccc(S(=O)(=O)N2CCCC2)cc1	i	-10	-3
CC1CCCC(C)N1C(=O)COC(=O)/C=C/c1ccc(Br)o1 (configuration not stated)	i	6	9
CC1CC(C)CN(C(=O)COc2cccnc2[N+](=O)[O-])C1 (configuration not stated)	i	5	3
COc1ccc([C@H]2CC(=O)C=C(c3ccccc3C(F)(F)F)C2)cc1	i	-3	-1
Cc1ccc(SCCC(=O)OCC(=O)Nc2ccc(C(N)=O)cc2)cc1	i	-3	-6
O=C(Nc1ccc(OC(F)(F)F)cc1)C1CCCN(C(=O)c2ccc(Cl)cc2)C1 (configuration not stated)	i	6	-5
COc1ccc(/C=C/C(=O)OCC(=O)c2c[nH]c3ccccc23)cc1	i	7	-1
CC(OC(=O)c1ccc([N+](=O)[O-])s1)C(=O)NC1CCCCC1C (configuration not stated)	i	-2	3
COc1ccc(OCC(=O)NC(=O)c2ccccc2)c([N+](=O)[O-])c1	i	2	0
N#Cc1ccc(S(=O)(=O)N2CCN(Cc3cccs3)CC2)cc1	i	0	-3
CC[C@]12c3[nH]c4ccccc4c3CCN1C(=O)C(CC(=O)NCCc1ccccn1)C[C@@H]2C(=O)N1CCN(C(=O)C2CC2)CC1 (some centres not stated)	i	-3	2

# 3 compounds from above, ordered by their value in GSK3A inh, high to low:
canonical_smiles | KCNK3 inh | HDAC3 inh | GSK3A inh
O=C(Oc1ccc(/C=N/NC(=O)c2ccco2)cc1)c1ccccc1 | i | 3 | -2
CC(=O)Nc1cccc(NS(=O)(=O)c2c(C)noc2C)c1 | i | -5 | -3
O=C(Nc1ccc(OC(F)(F)F)cc1)C1CCCN(C(=O)c2ccc(Cl)cc2)C1 (configuration not stated) | i | 6 | -5

# Continued:
Molecule	KCNK3 inh	HDAC3 inh	GSK3A inh
COc1ccc(C)cc1NC(=O)COC(=O)c1ccc2ccccc2n1	i	6	1
Cc1ccc(F)cc1NC(=O)CN1C(=O)NC(C)(c2ccc3c(c2)OCCO3)C1=O (configuration not stated)	i	14	0
CCOC(=O)C1CCCN(C(=O)CSc2nnnn2C)C1 (configuration not stated)	i	-6	-2
CC(NC(=O)NC(=O)c1ccc(F)cc1)C1CC1 (configuration not stated)	i	3	-3
O=C(Nc1ccc(Br)cc1)c1cc(-c2ccncc2)nc2ccccc12	i	-6	0
Cc1cc(C)n2nc(C(=O)OCC(=O)Nc3ccc(C)c(S(=O)(=O)N(C)C)c3)nc2n1	i	0	1
CCOC(=O)N1CCN(C(=O)COC(=O)c2ccc(N(C)C)cc2)CC1	i	3	0
O=C1CC(C(=O)N2CCN(c3ccccc3)CC2)CN1Cc1ccccc1 (configuration not stated)	i	1	-2
Cc1ccc(S(=O)(=O)N2CCOCC2)cc1C(=O)OCC(=O)NC1CCCC(C)C1C (configuration not stated)	i	3	-1
O=C(COC(=O)c1n[nH]c2ccccc12)NC1CCCCC1	i	-11	-1
Cc1ccc(S(=O)(=O)N2CCN(CCOc3c(Cl)cccc3Cl)CC2)cc1C	i	-2	17
Cc1ccc(OCC(=O)N2CCN(S(=O)(=O)c3ccc(Cl)s3)CC2)cc1C	i	1	-3
CC(NC(=O)c1ccco1)C12CC3CC(CC(C3)C1)C2 (configuration not stated)	i	8	-4
O=C(OCc1cc(=O)n2ccsc2n1)c1ccc(O)cc1O	i	-4	3
COc1cccc(NC(=O)CN(C)C(=O)CN2C(=O)NC(C)(c3ccc(C)cc3)C2=O)c1 (configuration not stated)	i	4	9
COc1cc(CNS(=O)(=O)CCl)cc(OC)c1OC	i	-5	-4
Cc1cc(C(=O)COC(=O)c2cccc(O)c2)c(C)n1C1CC1	i	1	-1
O=C(COC(=O)/C=C/c1ccc(Cl)cc1)NC1CC1	i	4	-3
COc1cc(/C=C/C(=O)O)cc(S(=O)(=O)Nc2ccccc2C(=O)NCc2ccco2)c1OC	i	3	-4
CCN(C(=O)CSc1n[nH]c(N)n1)C1CCCCC1	i	8	-4

# 2 entries from above, reformatted.
> Cc1cc(C)n2nc(C(=O)OCC(=O)Nc3ccc(C)c(S(=O)(=O)N(C)C)c3)nc2n1
  KCNK3 inh: i
  HDAC3 inh: 0
  GSK3A inh: 1
> CCOC(=O)N1CCN(C(=O)COC(=O)c2ccc(N(C)C)cc2)CC1
  KCNK3 inh: i
  HDAC3 inh: 3
  GSK3A inh: 0

# 5 successive entries out of the list so far:
Molecule	KCNK3 inh	HDAC3 inh	GSK3A inh
COc1cc(CNS(=O)(=O)CCl)cc(OC)c1OC	i	-5	-4
Cc1cc(C(=O)COC(=O)c2cccc(O)c2)c(C)n1C1CC1	i	1	-1
O=C(COC(=O)/C=C/c1ccc(Cl)cc1)NC1CC1	i	4	-3
COc1cc(/C=C/C(=O)O)cc(S(=O)(=O)Nc2ccccc2C(=O)NCc2ccco2)c1OC	i	3	-4
CCN(C(=O)CSc1n[nH]c(N)n1)C1CCCCC1	i	8	-4

# Additional compounds follow.
Molecule	KCNK3 inh	HDAC3 inh	GSK3A inh
CC1CN(S(=O)(=O)c2cccc(C(=O)N(C)C3CCN(C)CC3)c2)CC(C)O1 (configuration not stated)	i	5	-2
CCCC1(c2ccccc2)NC(=O)N(CC(=O)NCC2COc3ccccc3O2)C1=O (configuration not stated)	i	2	-3
COc1cc(C(C)=O)ccc1OCC(=O)Nc1ccc2nc(C)sc2c1	i	3	0
O=C(/C=C/c1ccc([N+](=O)[O-])cc1)N1CCN(S(=O)(=O)c2ccccc2)CC1	i	7	-4
CC1Cc2ccccc2N1C(=O)C(C)n1cc(C(F)(F)F)cc(Cl)c1=O (configuration not stated)	i	-2	-1
CCC(c1nnc(SC(C)C(=O)NC2CC2)n1-c1ccc(OC)cc1)N(C)C (configuration not stated)	i	-3	0
NC(=O)C1CCN(C(=O)c2ccc(Cl)c(S(=O)(=O)NCc3ccco3)c2)CC1	i	7	1
Cc1cccc(C)c1NC(=O)CNC(=O)CN1C(=O)NC2(CCc3ccccc32)C1=O (configuration not stated)	i	-4	-3
CC1CCCCC12NC(=O)N(CC(=O)N1CCN(Cc3ccc(C#N)cc3)CC1)C2=O (configuration not stated)	i	-5	-3
N#Cc1ccc(OCC(=O)Nc2nc(-c3cccnc3)cs2)cc1	i	2	0
CCOc1ccc(N2C(=O)c3ccccc3NC2(C)CC)cc1 (configuration not stated)	i	0	-5
O=C(NNS(=O)(=O)c1ccccc1Cl)C1COc2ccccc2O1 (configuration not stated)	i	-5	-4
COc1ccc(C(C)=O)c(Oc2ccc(S(=O)(=O)N3CCOCC3)cn2)c1	i	-6	-1
CCOc1ccc(/C(CCC(=O)O)=N/NC(=O)c2cccc(S(=O)(=O)Nc3ccccc3OC)c2)cc1	i	0	-3
CN(C(=O)C1CCN(S(=O)(=O)c2ccccc2[N+](=O)[O-])CC1)C1CCCCC1	i	u	-2
CS(=O)(=O)c1ccc(Cl)c(NC(=O)CSc2n[nH]c(-c3cccs3)n2)c1	i	-1	-2
CC(C)(C)C(=O)CSc1ccc(S(=O)(=O)N2CCN(Cc3ccccc3)CC2)cn1	i	7	6
COC(=O)c1c(NC(=O)CN2C(=O)C(=O)N(C(C)C)C2=O)sc(C)c1C	i	2	-1
COc1ccc(C(=O)COC(=O)c2ccccc2O)c(OC)c1	i	-5	-3
O=C(CCC(=O)c1cccs1)NNC(=O)c1cc(Cl)ccc1Cl	i	-1	-1

# Other records
Molecule	KCNK3 inh	HDAC3 inh	GSK3A inh
COC(=O)c1sc(NC(=O)COc2cccnc2[N+](=O)[O-])c(C(=O)OC)c1C	i	8	-5
CC(C)(C)N(Cc1ccccc1)C(=O)COC(=O)/C=C/c1ccc2c(c1)OCO2	i	-4	2
O=C(CN1C(=O)NC2(CCCCCCC2)C1=O)Nc1c(Cl)cccc1Cl	i	-16	-6
CC(CCc1ccccc1)NC(=O)CCNC(=O)c1ccccc1Cl (configuration not stated)	i	0	-6
COc1cccc(NC(=O)COC(=O)/C=C/c2c(C)nn(-c3ccccc3)c2C)c1	i	13	0
CCCCN(C(=O)c1nn(C)c(=O)c2ccccc12)c1c(N)n(CC(C)C)c(=O)[nH]c1=O	i	1	1
Cn1c2ccsc2c2ncn(Cc3ccccc3F)c(=O)c21	i	-97	1
CCN(CC)c1ccc(C(=O)OCC(=O)Nc2ncccn2)cc1	i	3	0
N#Cc1ccc(OCC(=O)N(C2CCCCC2)C2CCS(=O)(=O)C2)cc1 (configuration not stated)	i	6	-2
O=C(O)c1c(Cl)cccc1Cl	i	-1	-3
CC(O/N=C(\N)c1ccccc1)C(=O)Nc1cccc(C(F)(F)F)c1 (configuration not stated)	i	-2	-3
CCCCn1c(CCC(=O)O)nc2cc(S(=O)(=O)N3CCCC3)ccc21	i	0	0
Cc1ccc(S(=O)(=O)CCC(=O)N(Cc2nnc(-c3ccc(Cl)cc3)o2)C2CC2)cc1	i	-3	-1
COC(=O)c1cc(COC(=O)CNC(=O)c2cccc(C)c2)oc1C	i	-7	7
CN(C)S(=O)(=O)c1ccc(C(=O)OCC(=O)N2CC3(C)CC2CC(C)(C)C3)cc1 (configuration not stated)	i	-4	0
CCc1nnc(NC(=O)c2oc3ccccc3c2COC(C)C)s1	i	0	-3
CCN(CC(=O)NCc1cccs1)C(=O)Cc1ccc(C)c(C)c1	i	-4	2
O=C(COC(=O)/C=C/c1ccc(S(=O)(=O)N2CCOCC2)cc1)Nc1ccccc1F	i	3	-2
COc1ccc(C)cc1NC(=O)CN1C(=O)C2CC=CCC2C1=O (configuration not stated)	i	1	-1
CCOC(=O)c1c(C)[nH]c(C)c1C(=O)COC(=O)CSc1ccc(C)cc1	i	7	3

# Carrying on.
Molecule	KCNK3 inh	HDAC3 inh	GSK3A inh
Cc1noc(C)c1CSCC(=O)OCc1nnc(-c2ccc([N+](=O)[O-])cc2)o1	i	0	-2
O=C(COC(=O)c1cc(Cl)ccc1O)Nc1ccccc1C(=O)NC1CC1	i	-3	-5
Cc1c(C(=O)N2CCN(c3ccccc3)CC2)oc2c(Cl)cccc12	-9.9*	-1	28
Cc1ccc(COC(=O)c2cc(S(=O)(=O)N3CCOCC3)ccc2C)cc1	i	9	1
COCC(=O)N(C)C[C@H]1N[C@@](Cc2ccccc2)(C(=O)OC)[C@H]2C(=O)N(Cc3ccccc3)C(=O)[C@@H]12	i	2	-1
CC(C)(CNS(=O)(=O)c1ccc2ccccc2c1)N1CCOCC1	i	-3	13
Cc1ccnc2c1ccc1c(C)ccnc12	i	5	-4
COc1ccc(C(=O)NC(=O)CSc2nc3nc(C)cc(C)n3n2)cc1	i	2	-1
Cc1cc(C)n(CCCNC(=O)c2ccc(C)o2)n1	i	8	2
CCN(C(=O)c1ccc(Cl)c(S(=O)(=O)Nc2c(C)n(C)n(-c3ccccc3)c2=O)c1)c1ccccc1	i	-11	-1
Cc1ccc(Cl)c(Cn2cnc3c(cnn3C(C)(C)C)c2=O)c1F	i	-2	-4
O=C(Cc1ccccc1F)Nc1cc(S(=O)(=O)N2CCCC2)ccc1Cl	i	-8	-1
CC(NC(=O)COC(=O)C1CC1C)c1cccc(Cl)c1 (configuration not stated)	i	-1	-9
COc1cc(S(=O)(=O)N2CCN(C(=O)C3CC3)CC2)ccc1NC(C)=O	i	2	-9
Cc1ccc(S(=O)(=O)N2CCCC2)cc1C(=O)Nc1ccc(-n2cnnn2)cc1	i	-13	-4
Cc1cccc(C)c1NC(=O)CN(C)C(=O)CC1CC2CCC1C2 (configuration not stated)	i	-6	-4
COc1ccccc1CNC(=O)CN1C(=O)N(C)C2(CCCCC2)C1=O	i	1	3
Cc1cc(C)n(CC(=O)NNC(=O)c2cncc(Br)c2)n1	i	-7	4
CC(=O)Nc1ccc(S(=O)(=O)N[C@@H](C)C(=O)NC2CCCc3ccccc32)cc1 (some centres not stated)	i	-2	-1
Cc1cc(C)n(-c2ccc(C(=O)N3CCN(S(=O)(=O)c4ccc(Cl)cc4)CC3)cc2)n1	i	6	3
COc1ccc(CCN2CC(C(=O)N(C)Cc3cccnc3)CC2=O)cc1OC (configuration not stated)	i	-1	-5
COc1ccc(S(=O)(=O)N2CCOCC2)cc1NC(=O)Cc1cccs1	i	-1	0
NC(=O)c1ccc(NC(=O)COC(=O)CCN=C2NS(=O)(=O)c3ccccc32)cc1	i	5	-2

# This is a subset. The share of hits here may be higher or lower than overall.
